CCHF vOTU inh = CCHFV vOTU protease inhibition; Pep-AMC fluorescence; inhibition, % at 11.5 µM; 370,000 tested, 0.55% active; AID 651958; in the data active = inhibition above about 30%; note: 0% = vehicle wells with enzyme and 100% = no enzyme wells
Anthrax LF inh2 = anthrax lethal factor protease inhibition. P15917. multiplex microsphere protease cleavage assay, LF. inhibition, % at 10 µM. 360,000 tested, 0.12% active. AID 588501; note: plate controls were buffer without enzyme for full effect and enzyme alone for no effect
PriA SSB inh = blocks PriA binding to SSB C-terminal tail; AlphaScreen SSBct-PriA binding, biotinylated peptide; inhibition, % at 33 µM; AID 1272365; 430,000 tested, 0.6% active; in the data active = inhibition mostly above about 37%, no sharp cut-off; inactive = mostly below about 20%;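 note: plate controls were negative control peptide for no effect and reference peptide for full effect; strong numbers were not always called active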
MazF activator = increases E. coli MazEF RNase cleavage of RNA; FAM/BHQ RNA-DNA oligo cleavage fluorescence, 5 h; 350,000 tested, 0.32% active; P0AE70; AID 504720; activation, % at 20 µM; in the data active = activation above about 50%
Target sequence (P0AE70 whole entry, looked up): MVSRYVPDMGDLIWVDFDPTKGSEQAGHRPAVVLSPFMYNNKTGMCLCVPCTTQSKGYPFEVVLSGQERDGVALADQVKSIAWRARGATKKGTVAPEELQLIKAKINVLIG
BoNT A protease = inhibitors of Botulinum neurotoxin A light chain protease. multiplex microsphere protease substrate cleavage, flow cytometry. inhibition, % at 10 µM. 360,000 tested, 0.17% active; note: plate controls were buffer without enzyme for full effect and enzyme alone for no effect
Rv3671c inh = inhibitors of M. tuberculosis serine protease Rv3671c; P9WHR9; inhibition, % at 5.96 µM; 320,000 tested, 0.048% active; AID 2606; in the data active = inhibition above about 38%;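 note: extracellular domain of Rv3671c used as enzyme; 0% = enzyme with DMSO and 100% = no enzyme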
Target sequence (P9WHR9 whole entry, looked up, the tested form may be a part): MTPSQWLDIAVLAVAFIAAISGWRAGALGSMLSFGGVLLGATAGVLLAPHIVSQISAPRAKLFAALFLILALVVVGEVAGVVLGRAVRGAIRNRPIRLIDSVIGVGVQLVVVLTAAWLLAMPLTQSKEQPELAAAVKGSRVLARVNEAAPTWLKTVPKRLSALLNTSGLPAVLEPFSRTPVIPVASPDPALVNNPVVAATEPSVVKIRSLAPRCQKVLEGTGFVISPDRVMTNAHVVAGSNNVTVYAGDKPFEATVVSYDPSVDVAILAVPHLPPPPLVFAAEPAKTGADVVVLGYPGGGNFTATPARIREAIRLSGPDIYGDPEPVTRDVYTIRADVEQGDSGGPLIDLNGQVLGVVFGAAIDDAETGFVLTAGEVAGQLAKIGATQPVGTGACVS
PrPC surface inh = cell surface PrPC inhibition, primary TR-FRET screen. AID 720596. inhibition, % at 13.8 µM. 370,000 tested, 0.43% active. P04156. TR-FRET read-out; in the data active = inhibition above about 24%; note: 0% = median of the test wells and 100% = reference compound wells
VHR inh abs = inhibitors of human VHR1 phosphatase (DUSP3); P51452; recombinant VHR phosphatase, pNPP absorbance; inhibition, % at 13.3 µM; 290,000 tested, 0.52% active; in the data active = inhibition above about 50%; note: some compounds called inactive have numbers as strong as hits
Target sequence (P51452 whole entry, looked up): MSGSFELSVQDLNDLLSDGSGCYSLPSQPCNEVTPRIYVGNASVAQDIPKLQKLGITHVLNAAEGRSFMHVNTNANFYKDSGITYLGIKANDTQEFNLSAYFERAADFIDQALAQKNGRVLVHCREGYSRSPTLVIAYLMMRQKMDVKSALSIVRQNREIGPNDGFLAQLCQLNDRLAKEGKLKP
3CLpro inhibitor = SARS-CoV 3CLpro protease inhibition | inhibition, % at 6 µM | 290,000 tested, 0.14% active | AID 1706 | recombinant SARS-CoV 3CLpro, quenched FRET peptide cleavage | P0C6X7; in the data active = inhibition above about 12%
BoNT-F LC inh = blocks Botulinum neurotoxin F light chain protease | inhibition, % at 10 µM | Multiplex microsphere protease cleavage assay, flow cytometry | AID 588497 | 360,000 tested, 0.22% active; in the data active = inhibition above about 35%, passing the limit was not always enough; inconclusive = no clear call, values can overlap the other calls; note: plate controls were buffer without enzyme for full effect and enzyme alone for no effect
Numbers without * were called inactive; i = inactive; ? = inconclusive; / = not tested or not shown. Cut-off read from the data, not from the text of the source, unless noted: active = inhibition above about 30%; inconclusive = no clear call, values can overlap the other calls; inactive = below that. An excerpt (hit frequency here may not be typical).

SMILES	CCHF vOTU inh	Anthrax LF inh2	PriA SSB inh	MazF activator	BoNT A protease	Rv3671c inh	PrPC surface inh	VHR inh abs	3CLpro inhibitor	BoNT-F LC inh
O=C(N/N=C/c1ccc(F)cc1)c1cc(-c2ccc3c(c2)OCO3)n[nH]1	5	/	i	-42	/	-6	6	14	4	/
COc1cccc(C(=O)C2CCCN(C(=O)CCC3=NNC(=O)CC3)C2)c1 (centres undefined)	-5	-1	1	1	-0.1	2	2	25	8	3
O=c1cc(N=Nc2ccc(Cl)cc2)[nH]c(=O)[nH]1	-1	-4	1	1	-1.0	-9	3	5	-2	4
COCCCN1C(=O)c2ccc(C(=O)N3CCN(c4ccc(OC)cc4)CC3)cc2C1=O	13	-3	-8	-8	0.2	6	3	23	0	4
O=C(CN(Cc1ccccc1)S(=O)(=O)c1ccc(F)cc1)NCCC1=CCCCC1	11	-7	-35	1	-0.2	-9	3	6	6	-1
Cc1ccc(S(=O)(=O)N2CCC(C(=O)N/N=C/c3cccnc3)CC2)cc1	-22	0	/	2	0.6	5	3	8	5	14
C/C(=N/NC(=O)CNC(=O)Cc1ccccc1)c1ccc(Cl)cc1	-5	-1	/	6	-0.5	-3	-3	-6	1	-1
COC(=O)C1=C(N)Oc2c(oc(CO)cc2=O)C1c1c(F)cccc1Cl (centres undefined)	-5	-3	-4	2	-1.0	2	5	23	4	1
CN(Cc1ccccc1)C(=O)COc1cc(=O)n(C)c2ccccc12	-4	21	-18	-11	-1.4	-4	11	16	1	-7
CC(C)CCNC(=O)CCCCn1c(=O)[nH]c2ccsc2c1=O	1	/	0	2	/	6	1	28	5	/
CC1(CC(=O)N/N=C/c2cc3c(cc2Br)OCO3)OCCO1	1	-2	/	4	-0.2	-7	0	20	-1	-5
COc1cc(C(=O)NCCN2CCCC2)cc(OC)c1OC	1	-4	-5	9	-0.4	2	1	35	0	-11
COc1ccccc1NC(=S)NNC(=O)c1ccccc1	0	-1	-6	1	-0.7	-3	-3	/	-5	-7
O=C(O)CN1C(=O)/C(=C\c2ccccc2OCc2ccc(F)cc2)SC1=S	35*	11	0	-9	-1.7	0	-13	-7	5	-12
Cc1ccc(-c2cc(C(=O)N3CC4(C)CC3CC(C)(C)C4)no2)cc1 (centres undefined)	-2	0	-18	4	-1.0	-4	-7	-24	5	-8

Part of the list above, set out differently.
Results follow in this order: CCHF vOTU inh	Anthrax LF inh2	PriA SSB inh	MazF activator	BoNT A protease	Rv3671c inh	PrPC surface inh	VHR inh abs	3CLpro inhibitor	BoNT-F LC inh
CC(C)CCNC(=O)CCCCn1c(=O)[nH]c2ccsc2c1=O
→ 1	/	0	2	/	6	1	28	5	/
CC1(CC(=O)N/N=C/c2cc3c(cc2Br)OCO3)OCCO1
→ 1	-2	/	4	-0.2	-7	0	20	-1	-5

The main list resumes; the four compounds before the break are reprinted first.
SMILES	CCHF vOTU inh	Anthrax LF inh2	PriA SSB inh	MazF activator	BoNT A protease	Rv3671c inh	PrPC surface inh	VHR inh abs	3CLpro inhibitor	BoNT-F LC inh
COc1cc(C(=O)NCCN2CCCC2)cc(OC)c1OC	1	-4	-5	9	-0.4	2	1	35	0	-11
COc1ccccc1NC(=S)NNC(=O)c1ccccc1	0	-1	-6	1	-0.7	-3	-3	/	-5	-7
O=C(O)CN1C(=O)/C(=C\c2ccccc2OCc2ccc(F)cc2)SC1=S	35*	11	0	-9	-1.7	0	-13	-7	5	-12
Cc1ccc(-c2cc(C(=O)N3CC4(C)CC3CC(C)(C)C4)no2)cc1 (centres undefined)	-2	0	-18	4	-1.0	-4	-7	-24	5	-8
Cc1ccc(NC(=O)CSCC(=O)Nc2cccc(S(=O)(=O)N3CCCCCC3)c2)cc1	10	0	1	-8	1.8	-14	6	/	/	5
Cc1ccc(C(CNS(=O)(=O)c2ccc(F)cc2C)N2CCN(C)CC2)cc1 (centres undefined)	1	4	2	-5	-2.9	4	9	/	/	-8
CN1C(=O)NC(=O)/C(=C/c2ccc([N+](=O)[O-])o2)C1=O	13	/	3	1	/	-22	2	36	-5	/
O=C1CC(Sc2ncccn2)C(=O)N1c1ccccc1 (centres undefined)	8	1	-2	-1	0.9	6	8	-1	2	-9
CCC(C)(C)NC(=O)C(C(C)C)N(CC1CCCO1)C(=O)CNS(=O)(=O)c1ccccc1 (centres undefined)	5	25	-13	2	-0.9	-6	2	35	-3	2
CCCCOC(=O)C1[C@H]2C(=O)N(c3ccccc3CC)C[C@]23C=C[C@H]1O3 (some centres undefined)	12	-2	-16	2	0.0	10	3	17	3	1
CCCCCCn1cnc2c(oc3nc4c(cc32)CCCC4)c1=O	-3	-2	-2	10	0.7	5	10	13	4	6
O=C(NC(NCCCN1CCOCC1)(C(F)(F)F)C(F)(F)F)C1CCCCC1	-7	3	-5	6	-0.8	3	-1	36	1	2
Nc1ccc(-c2nc3ccc(N)cc3o2)cc1	-300	-2	-1	11	0.3	10	6	34	-3	5
C[C@@H]1C(=O)O[C@H](C)[C@H]1C[C@@H](O)[C@](C)(O)C1CC[C@@]2(O)C3=CC(=O)[C@@H]4C[C@@H](O)[C@@H](O)C[C@]4(C)C3CC[C@]12C (some centres undefined)	5	1	/	2	-0.3	3	1	/	/	-1
COc1ccc(COc2ccccc2C(=O)Nc2ccccn2)cc1[N+](=O)[O-]	-9	-5	-6	-1	-0.5	-16	6	10	6	-7
CCn1c(=O)cc(C(=O)OC)sc1=Nc1ccc(F)c(F)c1	-2	1	6	1	0.2	-7	4	25	-2	6
Cn1c(C(=O)NCCN2CCc3ccccc3C2)cc2c(=O)[nH]c3ccccc3c21	-1	2	-3	4	0.4	-4	-6	25	-6	9
CCc1nc2c(OCCOc3ccc(F)cc3)cccn2c1N(C)C(=O)CC(C)C	5	-9	/	/	0.2	/	11	/	/	-5
Cc1c(C(=O)Nc2ccccn2)oc2c(Cl)cccc12	12	2	-24	-2	-5.7	-13	-1	/	/	?
COc1ccccc1Nc1nc(N)nc(CSC(=S)N2CCCCC2C)n1 (centres undefined)	-19	-1	-3	2	0.2	-12	7	-5	6	0
CCN(CC)CCNC(=O)Cn1c(=O)c2cccn2c2ccc(F)cc21	-14	-2	-8	-5	-2.8	/	3	31	0	0
CCC1=C(c2ccc(C)cc2)S(=O)(=O)N=C1N1CCC(C(=O)NCCCN2CCCCC2)CC1	2	4	-1	10	-4.7	0	-5	7	-3	-11
O=c1cc(-c2ccccc2)nc(Sc2ccc([N+](=O)[O-])cc2[N+](=O)[O-])[nH]1	-5	0	-8	-1	-4.4	4	-5	/	/	-10
Cc1[nH]nc(SCC(=O)N2CCCCCC2)c1[N+](=O)[O-]	15	2	-2	0	0.8	-8	-8	1	4	-5
CC1CCCN(C(=O)CN2C(=O)CSc3ccc(S(=O)(=O)N4CCOCC4)cc32)C1 (centres undefined)	6	-4	-2	10	-2.6	-1	-3	7	5	-5
CCCS(=O)(=O)c1nc(S(=O)(=O)c2ccc(C)cc2)c(NCc2ccccn2)s1	-4	-5	-6	-4	-1.5	-7	11	20	2	-1
OCC1OC(Nc2ccccc2C=NO)C(O)C1O (centres undefined)	3	-11	/	-9	-0.6	/	0	/	/	-1
CN(Cc1c(F)cccc1Cl)c1nnnn1-c1ccccc1	-8	-10	-21	-7	-1.7	-7	1	-4	-2	-10
Cc1nc(SCc2ccccc2F)c2oc3ccccc3c2n1	5	5	-3	3	-0.9	-1	3	8	3	?
CCc1nc(N)c(C#N)c(-c2ccco2)c1C	-11	-2	-4	2	-0.4	-4	3	-3	1	-12
Cc1ccc(S(=O)(=O)N2CCN(c3ccccc3)CC2)c(C)c1	1	-7	-34	8	-1.3	-5	0	14	0	-28
CCN(Cc1nc(-c2ccc(OC)c(OC)c2)no1)C(=O)c1ccc2c(c1)OCO2	-3	-5	4	5	-2.7	10	7	45	1	-14
COc1ccc(C(NC(=O)C2CCN(Cc3ccc(Oc4ccccc4)cc3)CC2)c2ccccc2C)cn1 (centres undefined)	-1	-4	/	/	-0.3	/	-11	/	/	-12
Cn1c(C(=O)NCCN2CCOCC2)cc2c(=O)n(C)c3ccccc3c21	-5	2	-1	7	0.1	-2	-2	-4	-4	8
COc1ccc(CCn2c(C)nc3c(c(=O)c4ccccc4n3C)c2=O)cc1	-13	-1	-2	5	0.7	11	7	2	0	-1
COc1ccc2cc(C(=O)Nc3ccc(F)cc3)sc(=O)c2c1OC	5	4	1	-53	3.9	-6	-13	30	0	8
CCN(CC)C(=O)Cn1cc(C(=O)C(=O)Nc2ccc3c(c2)OCCO3)c2ccccc21	-2	0	-12	1	-0.6	-3	-5	24	8	0
CCc1cc(=O)oc2cc(OS(C)(=O)=O)ccc12	-4	0	-7	-2	0.0	4	9	/	1	9
CC1(C)CN2C(=S)N(c3ccccc3)C(c3ccccc3)N2C1 (centres undefined)	5	1	-17	-4	-0.2	1	8	33	-2	-3
COc1ccc(-c2nc(CN3CCN(C(=O)c4ccco4)CC3)c(C)o2)c(OC)c1C	7	-2	-4	-2	0.5	7	0	6	2	4
CCOC(=O)c1ccc(-n2c(C)nc3ccc(Br)cc3c2=O)cc1	2	-7	-10	-7	0.2	1	-5	11	5	3
COCCCNc1nc2nonc2nc1N1CCN2CCCC2C1 (centres undefined)	0	-13	-8	7	-0.5	-5	0	8	3	3
Cc1cccc(N2CCN(S(=O)(=O)c3ccc4c(c3)CCC(=O)N4)CC2C)c1 (centres undefined)	-4	-4	-13	3	1.9	-5	-6	-2	-6	11
CCN(C(=O)COC(=O)/C=C/c1cccc(Cl)c1)c1c(N)n(Cc2ccccc2)c(=O)[nH]c1=O	2	-3	3	-6	-0.6	-3	-5	/	/	-11
CC(CNC(=O)CCS(=O)(=O)c1ccc2c(c1)NC(=O)CO2)c1ccccc1 (centres undefined)	11	2	-9	11	-0.2	4	0	6	-5	0
COc1ccccc1-c1noc(CCC(=O)Nc2cc(C(F)(F)F)ccc2Cl)n1	4	-25	-15	1	?	-10	-1	4	2	?
COc1ccc(C(=O)NCCSCc2ccccc2)cc1OC	-7	-1	-17	6	-0.7	-2	-4	27	4	2
COc1cccc(C(=O)N/N=C(\C)c2ccc(NC(=O)Cc3ccccc3)cc2)c1OC	3	-3	/	7	-4.9	/	-3	4	0	-9
CCCc1ccc(OCc2ccc(C(=O)N/N=C/c3cccnc3)o2)cc1	-3	-1	/	8	-0.5	/	7	13	-3	-1
CC1Oc2ccccc2OC1C(=O)Nc1ccccn1 (centres undefined)	13	2	9	-2	-1.2	-6	1	8	-1	-5
CCOC(=O)c1ccc(-c2cc(C)no2)[nH]1	-15	0	-12	6	-0.1	9	-2	2	-1	-2
Cc1cc(NC(=O)CSc2nc3ccsc3c(=O)n2CCCCC(=O)O)no1	-6	-2	0	1	-1.0	1	0	41	6	0
CCOC(=O)n1c(=O)[nH]c2ccc(Br)cc21	1	-2	-10	-13	0.3	-5	5	24	2	-2
Oc1ccc(C[C@@H]2CNCCN2CCCCC2CCCCC2)cc1	22	-6	9	29	-0.8	-6	-16	/	/	-7
CCOC(=O)Cc1nn[nH]n1	4	-5	-4	0	0.4	-5	-2	-5	3	-5
COc1ccc(-c2coc3cc(O)cc(O)c3c2=O)cc1OC	17	-4	-11	5	-0.9	2	0	17	0	-4
NC(=O)c1ccc(N=C2C(=O)Nc3ccc([N+](=O)[O-])cc32)cc1	116*	-4	5	9	-0.4	-18	-8	27	3	2
COC(=O)c1cc(=O)nc(NN=Cc2ccc(C)cc2)s1	-9	-3	/	/	-0.8	/	2	/	/	-9
COc1ccc(Br)cc1[C@H]1[C@H]2C=CC[C@@H](C)[C@@H]2C(=O)N1Cc1ccccc1	2	-5	0	-1	0.1	/	4	-1	/	-1
CCOC(=O)c1c(NC(=S)N2CCOCC2)sc(C)c1C	-1	5	1	-5	2.2	4	0	10	4	48*
COC(=O)c1ccsc1-n1cc(C#N)c(=O)n(C)c1=O	-5	-6	-10	-1	-0.8	12	12	6	-5	1
O=C(Cc1cccc2ccccc12)NCC1CCCO1 (centres undefined)	12	0	-2	2	-0.2	2	-2	10	-6	-6

Assay outcomes deposited in PubChem by several laboratories.
